# ROS inducer = ROS inducers in U2OS cancer cells, primary screen, cell-based, H2DCF-DA fluorescence; ROS induction (% of piperlongumine), % at 10 µM; U2OS ROS induction; 46,000 compounds, 2% hits; in the data active = ROS induction above about 79%, passing the limit was not always enough; inconclusive = no clear call, values can overlap the other calls;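 also: 0% = DMSO vehicle median and 100% = reference compound median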
# An asterisk follows results filed as active; ? = inconclusive.
SMILES,ROS inducer
CNC[C@H]1Oc2ccc(NC(=O)Nc3c(C)noc3C)cc2CC(=O)N([C@H](C)CO)C[C@H]1C,6
Cc1noc(C)c1S(=O)(=O)N(C)C[C@@H]1Oc2ccc(NS(=O)(=O)c3cn(C)cn3)cc2CC(=O)N([C@@H](C)CO)C[C@@H]1C,-26
COc1ccc(C(=O)Nc2ccc(C)c(C)c2)cc1,?
O=C(COc1cccc([N+](=O)[O-])c1)Nc1cccc(I)c1,-6
C[C@H]1CN([C@@H](C)CO)C(=O)c2cc(NC(=O)Cn3cnnn3)ccc2O[C@@H]1CN(C)CC1CCCCC1,-2
COc1ccc(S(=O)(=O)Nc2cccc3c2O[C@@H](CN(C)C(=O)NC(C)C)[C@@H](C)CN([C@H](C)CO)C3=O)cc1,-8
CC(C)[N+]1(C)C2CC[C@@H]1CC(OC(=O)C(CO)c1ccccc1)C2 (stereo partly specified),11
C[C@@H]1CCCCO[C@@H](CN(C)Cc2ccc(C(=O)Nc3ccccc3N)cc2)[C@@H](C)CN([C@H](C)CO)C(=O)c2cc(NS(C)(=O)=O)ccc2O1,28
C[C@@H]1CN([C@H](C)CO)C(=O)c2cc(NC(=O)Nc3cccc4ccccc34)ccc2O[C@@H]1CN(C)C(=O)Nc1ccc(C(F)(F)F)cc1,-7
COc1ccc(NC(=O)Nc2ccc3c(c2)C(=O)N([C@@H](C)CO)C[C@H](C)[C@@H](CN(C)Cc2ccc(C(F)(F)F)cc2)O3)cc1,12
Cc1ccc(S(=O)(=O)N(C)C[C@@H]2OCc3cn(nn3)CCCC(=O)N([C@H](C)CO)C[C@@H]2C)cc1,-5
C[C@H](CO)N1C[C@H](C)[C@H](CN(C)S(=O)(=O)c2ccccc2)Oc2ccc(NC(=O)CCCCCC(=O)Nc3ccccc3N)cc2CC1=O,14
COc1ccccc1NC(=O)C1=C(C)Nc2ncnn2C1c1ccccc1OCc1ccccc1 (stereo unspecified),6
C[C@H](CO)N1C[C@H](C)[C@@H](CN(C)CC2CCCCC2)Oc2ccc(NS(=O)(=O)c3ccc(F)cc3)cc2C1=O,-2
C[C@@H]1CN([C@H](C)CO)C(=O)c2cc(NC(=O)CCN3CCOCC3)ccc2O[C@@H]1CN(C)Cc1ccc(C(=O)Nc2ccccc2N)cc1,4
COc1ccc(CN(C)C[C@H]2Oc3ccc(NC(=O)C4CCCCC4)cc3CC(=O)N([C@@H](C)CO)C[C@@H]2C)cc1,16
COC(=O)c1sc(C(C)(C)C)cc1CS(=O)(=O)c1ccccn1,0
C[C@H]1CN([C@@H](C)CO)C(=O)Cc2cc(NS(C)(=O)=O)ccc2O[C@@H]1CN(C)S(=O)(=O)c1ccccc1,-13
C[C@@H]1CN([C@H](C)CO)C(=O)CCCn2cc(nn2)CO[C@@H]1CN(C)C(=O)CCCN(C)C,-8
Nc1cc(OC(=O)c2ccccc2)nn1S(=O)(=O)c1ccccc1,-4
C[C@H](CO)N1C[C@H](C)[C@@H](CN(C)Cc2ccccc2)Oc2c(NC(=O)C3CC3)cccc2C1=O,51
Cc1cc(N)nc(COc2ccc([N+](=O)[O-])cc2)n1,-13
Cc1cccc(-c2nc3ccccc3n2CCC(C)C)c1,22
S=C(c1c[nH]c2ccccc12)N1CCCC1,21
O=C(c1cc(-c2ccc(Cl)cc2)n[nH]1)N1CCN(C(=O)c2ccco2)CC1,3
CSc1ccccc1C(=O)Nc1ccccc1C(=O)NCc1ccco1,-3
Cc1noc(C)c1S(=O)(=O)N(C)C[C@H]1OCCCC[C@@H](C)Oc2ccc(NC(=O)Nc3cccc4ccccc34)cc2C(=O)N([C@H](C)CO)C[C@@H]1C,5
C[C@H](CO)N1C[C@H](C)[C@H](CN(C)C(=O)Nc2cccc(F)c2)OCc2cnnn2CCCC1=O,-5
CCOc1cc2[nH]c(=O)n(CCC(=O)NC3CCCCC3C)c(=O)c2cc1OCC (stereo unspecified),-4
C[C@@H]1CN([C@H](C)CO)C(=O)c2cccc(NC(=O)Nc3ccc(F)cc3)c2O[C@@H]1CN(C)S(C)(=O)=O,-8
Cn1c(SCC(=O)Nc2ccccc2C(F)(F)F)nnc1-c1ccc(F)cc1,-13
COc1ccc(S(=O)(=O)N(C)C[C@@H]2Oc3ccc(NS(=O)(=O)c4ccccc4)cc3C(=O)N([C@H](C)CO)C[C@@H]2C)cc1,1
COc1ccc(-c2cc(=O)oc3cc(OC(C(=O)O)c4ccccc4)ccc23)cc1 (stereo unspecified),-13
CCN(CC)/C(=N/S(=O)(=O)c1ccc(Cl)cc1)c1ccccc1,-4
CC(C)NC(=O)c1ccc(F)cc1,-2
CS(=O)(=O)c1ccc(C2=C(c3ccccc3)C(=O)OC2)cc1,-4
COc1ccc(NC(=S)NCCn2cc(Br)cn2)cc1OC,72
C[C@@H]1CN([C@H](C)CO)C(=O)CCCn2cc(nn2)CO[C@@H]1CN(C)S(=O)(=O)c1ccc2c(c1)OCCCO2,-7
Cc1cc2ccccc2c(=O)n1CC(=O)NCC(=O)NCC1COc2ccccc2O1 (stereo unspecified),-18
C[C@@H]1CN([C@H](C)CO)C(=O)c2cc(NC(=O)Nc3ccc(C(F)(F)F)cc3)ccc2O[C@@H]1CN(C)S(=O)(=O)c1cn(C)cn1,-4

# The list goes on (7 carried over from the part before).
SMILES,ROS inducer
CCN(CC)/C(=N/S(=O)(=O)c1ccc(Cl)cc1)c1ccccc1,-4
CC(C)NC(=O)c1ccc(F)cc1,-2
CS(=O)(=O)c1ccc(C2=C(c3ccccc3)C(=O)OC2)cc1,-4
COc1ccc(NC(=S)NCCn2cc(Br)cn2)cc1OC,72
C[C@@H]1CN([C@H](C)CO)C(=O)CCCn2cc(nn2)CO[C@@H]1CN(C)S(=O)(=O)c1ccc2c(c1)OCCCO2,-7
Cc1cc2ccccc2c(=O)n1CC(=O)NCC(=O)NCC1COc2ccccc2O1 (stereo unspecified),-18
C[C@@H]1CN([C@H](C)CO)C(=O)c2cc(NC(=O)Nc3ccc(C(F)(F)F)cc3)ccc2O[C@@H]1CN(C)S(=O)(=O)c1cn(C)cn1,-4
C[C@@H]1CN([C@H](C)CO)C(=O)c2cc(NC(=O)CCCN(C)C)ccc2O[C@H]1CN(C)Cc1ccccc1,-5
CCOC(=O)N1CCN(C(=O)Cn2ncc3ccccc32)CC1,-5
CCOC(=O)C1=C(c2cccs2)OC(N)=C(C#N)C1c1cccnc1 (stereo unspecified),26
C[C@@H]1CN([C@H](C)CO)C(=O)c2cc(NC(=O)Nc3cccc4ccccc34)ccc2O[C@H]1CN(C)C(=O)Nc1cccc2ccccc12,42
O=C(NO)c1cccc(C(=O)N/N=C/c2ccccc2Br)c1,-10
C[C@H]1CN([C@@H](C)CO)C(=O)c2cccc(NC(=O)c3nc4ccccc4s3)c2O[C@@H]1CN(C)C(=O)Nc1cccc2ccccc12,9
COc1ccccc1NC(=O)CSc1nnc(-c2ccc([N+](=O)[O-])cc2)n1-c1ccccc1,24
C[C@@H]1CN([C@@H](C)CO)C(=O)c2cc(NS(=O)(=O)c3ccc(Cl)cc3)ccc2O[C@@H]1CN(C)Cc1ccc(C(F)(F)F)cc1,14
C[C@@H]1CN([C@@H](C)CO)C(=O)c2cc(NC(=O)Nc3ccc(C(F)(F)F)cc3)ccc2O[C@H]1CN(C)Cc1ccc(-c2ccccc2)cc1,26
CCOC(=O)c1c(NC(=O)C2CC(Cl)=CCC2C(=O)O)sc2c1CC(C)CC2 (stereo unspecified),45
CC(C)NC(=O)Nc1ccc2c(c1)C(=O)N([C@@H](C)CO)C[C@H](C)[C@@H](CN(C)CC1CCCCC1)O2,31
COc1cccc2sc(=NC(=O)CC34CC5CC(CC(C5)C3)C4)n(C)c12,29
C[C@@H]1CN([C@H](C)CO)C(=O)c2cccc(NC(=O)c3nc4ccccc4s3)c2O[C@H]1CN(C)Cc1ccccc1,10
C[C@@H]1CN([C@H](C)CO)C(=O)c2cc(NC(=O)Nc3ccccc3)ccc2O[C@H]1CN(C)Cc1ccc(Cl)c(Cl)c1,14
C[C@H](CO)N1C[C@H](C)[C@@H](CN(C)Cc2ccccc2)Oc2c(NC(=O)c3ccc(-c4nccs4)cc3)cccc2C1=O,38
COc1ccc(NC(=O)Nc2ccc3c(c2)CC(=O)N([C@H](C)CO)C[C@@H](C)[C@@H](CN(C)S(=O)(=O)c2cccs2)O3)cc1,0
CCS(=O)(=O)CCSc1nc(-c2ccccc2)cc(-c2ccccc2)c1C#N,98*
CCOc1ccc2c(c1)SC(CC(=O)Nc1ccccc1[N+](=O)[O-])C(=O)N2 (stereo unspecified),-13
C=CCc1c(C)nc(OCC(=O)OCC)c(C#N)c1C,38
O=C(Nc1cccc(Br)c1)c1ccc(OC2CSC2)cc1,0
C[C@H]1CN([C@@H](C)CO)C(=O)Cc2cc(NC(=O)Nc3ccc(C(F)(F)F)cc3)ccc2O[C@H]1CN(C)C(=O)Nc1ccccc1,37
O=C(O)C1CCCCC1C(=O)Nc1ccc2c(c1)OCCO2 (stereo unspecified),17
O=C(NCCCN1CCOCC1)c1ccc2c(=O)n(CCCN3CCCC3=O)c(=S)[nH]c2c1,14
COc1ccc(NC(=O)N(C)C[C@@H]2Oc3ccc(NC(=O)c4ccncc4)cc3C(=O)N([C@@H](C)CO)C[C@@H]2C)cc1,-2
Cc1cccc(CCNC(=O)CCc2nnc3n(Cc4ccccc4)c(=O)c4ccccc4n23)c1,31
NS(=O)(=O)c1ccc(CCNc2ncnc3c2c(-c2ccccc2)cn3-c2ccc(F)cc2)cc1,?
COc1ccc(Cl)cc1NC(=O)Cn1cnc2sc3c(c2c1=O)CCC(C)C3 (stereo unspecified),-7
C[C@@H]1CCCCO[C@H](CN(C)C(=O)Cc2ccccc2)[C@@H](C)CN([C@H](C)CO)C(=O)c2cc(NC(=O)NC3CCCCC3)ccc2O1,9
O=C(/C=C/c1ccc(Cl)cc1)NCc1ccccc1,-10
CNC[C@H]1Oc2ccc(NC(=O)CCCN(C)C)cc2C(=O)N([C@H](C)CO)C[C@@H]1C,-15
Nc1nc2c(-c3ccc(Br)cc3)nnn2c2ccccc12,29
Cc1noc(C)c1NC(=O)Nc1ccc2c(c1)C(=O)N([C@H](C)CO)C[C@H](C)[C@@H](CN(C)C(=O)CCCN(C)C)OCCCC[C@@H](C)O2,-15
CC(C)NC(=O)Nc1ccc2c(c1)C(=O)N([C@H](C)CO)C[C@@H](C)[C@H](CN(C)Cc1ccc3c(c1)OCO3)O2,-10
S=C1CC(c2ccccc2)Sc2ccccc2N1 (stereo unspecified),14
C[C@@H]1CN([C@H](C)CO)C(=O)c2cccc(NC(=O)c3ccc(-c4nccs4)cc3)c2O[C@H]1CN(C)Cc1ccc(C(=O)O)cc1,8
O=C(CSc1nnc(-c2ccc([N+](=O)[O-])cc2)n1-c1ccccc1)NC1CCCCC1,10
c1ccc(-c2csc3nnc(SCc4ccc5c(c4)OCCO5)n23)cc1,6
CC1CCC2(NC1)OC1CC3C4CC=C5CC(O[C@@H]6O[C@H](CO)[C@@H](O[C@@H]7O[C@@H](C)[C@H](O)[C@@H](O)[C@H]7O)[C@H](O)[C@H]6O)CCC5(C)C4CCC3(C)C1C2C (stereo partly specified),52
C[C@H]1CN([C@@H](C)CO)C(=O)c2cc(NC(=O)CCCN(C)C)ccc2O[C@H]1CN(C)C(=O)Nc1ccc(F)cc1,-4
CC1(C)c2cc(Cl)ccc2-n2c1cc(O)c(-c1ccccc1)c2=O,12
COc1ccc(C#Cc2ccc3c(c2)[C@]2(C(=O)N3)[C@H](c3ccc(OCCO)cc3)N3[C@H](c4ccccc4)[C@H](c4ccccc4)OC(=O)[C@H]3[C@@H]2C(=O)NC[C@H](O)c2ccccc2)cc1,11
COc1ccc(CN(C)C[C@H]2Oc3c(NS(=O)(=O)c4cccs4)cccc3C(=O)N([C@@H](C)CO)C[C@H]2C)cc1,4
C[C@H](CO)N1C[C@H](C)[C@H](CN(C)C(=O)Nc2ccccc2)Oc2ccc(NS(C)(=O)=O)cc2CC1=O,-4
Cc1[nH]c(=S)[nH]c1C12CC3CC(CC(C3)C1)C2,20
CC(C)NC(=O)N(C)C[C@@H]1Oc2ncc(C#CC(C)(C)O)cc2C(=O)N([C@H](C)CO)C[C@@H]1C,-4
COc1ccc(NC(=O)Nc2cccc3c2O[C@H](CN(C)C(=O)Nc2cccc4ccccc24)[C@H](C)CN([C@@H](C)CO)C3=O)cc1,10
CC(=O)NCCOc1c(C)cccc1C,-8
CC1(C)Cc2c(ccc3ccccc23)C(=NCCC(=O)O)N1,-5
C[C@@H]1CN([C@H](C)CO)C(=O)Cc2cc(NC(=O)Nc3ccc(C(F)(F)F)cc3)ccc2O[C@H]1CN(C)Cc1ccc(C(=O)O)cc1,-4
C[C@H](CO)N1C[C@H](C)[C@H](CN(C)S(C)(=O)=O)Oc2c(NS(C)(=O)=O)cccc2C1=O,-5
CCOC(=O)c1c(NC(=S)Nc2cnccn2)sc(C)c1-c1ccccc1,12
C=C1C2CCC3C(CCC4[C@]3(C)CCC[C@]4(C)C(=O)O)(C2)C1OC(=O)/C(C)=C\C (stereo partly specified),-8
O=C(O)CCNCc1c(Cl)cccc1Cl,3
C/C=C(/C)C(=O)OC(COc1c2ccoc2c(OC)c2oc(=O)ccc12)C(C)(C)O (stereo unspecified),9

# Among those listed so far, five have an NH in an aromatic ring.
SMILES,ROS inducer
S=C(c1c[nH]c2ccccc12)N1CCCC1,21
O=C(c1cc(-c2ccc(Cl)cc2)n[nH]1)N1CCN(C(=O)c2ccco2)CC1,3
CCOc1cc2[nH]c(=O)n(CCC(=O)NC3CCCCC3C)c(=O)c2cc1OCC (stereo unspecified),-4
O=C(NCCCN1CCOCC1)c1ccc2c(=O)n(CCCN3CCCC3=O)c(=S)[nH]c2c1,14
Cc1[nH]c(=S)[nH]c1C12CC3CC(CC(C3)C1)C2,20

# Compound activity (PubChem)

# The list is partial; rates above refer to the full screens.
